Hsp70 act – switches on Hsp70 transcription; HeLa Hsp70 promoter luciferase reporter, luminescence; scaled: vehicle 0, proteasome-inhibitor control 100%; 200,000 compounds, 0.04% hits; activation, % at 10 µM; AID 1203;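 active = activation above the mean across all tested compounds plus 3 SD, cutoff set per campaign, cut at about 5.5% in these data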;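 note: 100% = MG132 at 30 µM as the positive control and 0% = DMSO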
Redox H2O2 prof – compounds producing H2O2 with reducing agent – biochemical, NIH compound library profiling, artefact control for MLSCN library redox annotation, primary screen | DTT-dependent redox cycling H2O2, phenol red/HRP absorbance; 100% = 100 µM peroxide control, 0% = buffer | AID 878 | activation, % at 10 µM | 200,000 compounds, 0.03% hits;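 active = activation of at least 50% relative to the plate's high and low controls in the primary single-dose screen; inactive = activation below 50%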;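 note: compound incubated with DTT at 0.8 mM final as the reducing agent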
TNAP inh noacc – blocks human TNAP activity with no phosphate acceptor present; 200,000 compounds, 0.26% hits; P05186; inhibition, % at 20 µM; purified TNAP, CDP-star luminescence, 30 min; AID 1012;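 active = tissue-nonspecific alkaline phosphatase inhibition above about 50% at 20 µM in the single-dose screen, limit read from the data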;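 note: 0% = DMSO negative control and 100% = EDTA positive control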
PMI activator – increases human mannose-6-phosphate isomerase activity; AID 1214; activation factor at 20 µM; 190,000 compounds, 0.005% hits; purified human PMI, coupled resazurin fluorescence, 20 min; active compounds read high; 1 = vehicle control, 0 substrate-free wells; P34949;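 active = activation factor of 2 or more at 20 µM, relative to plate controls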
Target sequence (P34949 whole entry, looked up): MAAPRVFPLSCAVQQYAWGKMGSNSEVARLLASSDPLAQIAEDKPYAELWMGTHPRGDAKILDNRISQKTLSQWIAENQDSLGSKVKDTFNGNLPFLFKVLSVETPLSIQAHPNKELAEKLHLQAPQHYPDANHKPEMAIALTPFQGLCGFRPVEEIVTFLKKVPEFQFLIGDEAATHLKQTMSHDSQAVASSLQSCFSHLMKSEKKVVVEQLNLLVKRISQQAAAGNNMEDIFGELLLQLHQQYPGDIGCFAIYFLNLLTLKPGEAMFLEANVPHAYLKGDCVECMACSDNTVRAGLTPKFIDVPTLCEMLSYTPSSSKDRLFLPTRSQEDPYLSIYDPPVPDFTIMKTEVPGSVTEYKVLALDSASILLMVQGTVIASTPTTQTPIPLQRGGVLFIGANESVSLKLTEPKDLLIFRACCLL
RAM inhibit – yeast RAM network inhibition; S. cerevisiae dse1pr::URA3 reporter, 5-FOA growth OD615, 2 d; analog-sensitive cbk1-as2 kinase mutant strain; inhibition, % at 50 µM; 190,000 compounds, 1.8% hits; AID 868;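 active = inhibition above a set limit, 3 SD over mean compound inhibition, cut at about 8.4% in these data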;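 note: 0% = DMSO-only wells with no growth and 100% = 10 µM 1-NA-PP1 full growth; inhibition rescues growth on 5-FOA so higher OD means more RAM inhibition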
S1P3 antagonist – blocks the human S1P3 receptor; 170,000 compounds, 0.27% hits; AID 485; CHO S1P3 NFAT-BLA reporter, FRET fluorescence, antagonist mode; Q99500; inhibition, % at 4.98 µM;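 active = inhibition above the plate cutoff, the mean inhibition of test wells on that plate plus 3 SD, cut at about 28% in these data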;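 note: cells challenged with S1P at its EC80 of 0.8 µM; blue over green emission ratio from cleaved BLA substrate after 4 h stimulation; 0% = S1P-stimulated wells and 100% = unstimulated DMSO-only wells; some compounds past the cut are filed as inactive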
Target sequence (Q99500 whole entry, looked up): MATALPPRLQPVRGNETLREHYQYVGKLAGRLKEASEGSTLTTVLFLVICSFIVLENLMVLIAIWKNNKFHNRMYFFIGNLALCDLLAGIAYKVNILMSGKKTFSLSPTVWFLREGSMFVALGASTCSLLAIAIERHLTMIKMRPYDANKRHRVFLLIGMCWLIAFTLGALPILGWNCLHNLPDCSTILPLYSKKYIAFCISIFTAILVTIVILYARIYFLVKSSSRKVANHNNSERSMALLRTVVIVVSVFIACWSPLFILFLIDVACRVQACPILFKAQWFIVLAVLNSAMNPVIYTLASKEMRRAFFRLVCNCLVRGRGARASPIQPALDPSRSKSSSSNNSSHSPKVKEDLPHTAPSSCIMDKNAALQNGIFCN
TNAP inh hi DEA – blocks human TNAP under high phosphate acceptor concentration. inhibition, % at 20 µM. P05186. purified TNAP, CDP-star luminescence, 1 M DEA. 200,000 compounds, 0.03% hits;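 active = over 50% inhibition of tissue-nonspecific alkaline phosphatase at 20 µM in the single-dose screen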;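 note: plate controls were DMSO wells for no effect and EDTA-quenched wells as full inhibition for full effect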
Lmaj promast – reduces viability of Leishmania major promastigotes | 200,000 compounds, 9% hits | AID 1063 | inhibition, % at 10 µM | resazurin fluorescence viability; in the data active = inhibition above about 50%;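 note: promastigotes grown with compound for 44 hours at 28 °C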
Efa HMGR inh – blocks class II HMG-CoA reductase of Enterococcus faecalis; 190,000 compounds, 0.41% hits; inhibition, % at 10 µM; purified E. faecalis HMGR, NADPH absorbance 340 nm kinetic;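 active = inhibition above a set limit, the median over all tested compounds plus 3 SD, cut at about 9.5% in these data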;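 note: enzyme runs in reverse so mevalonate oxidation gives rising NADPH absorbance; 0% = complete reaction with DMSO and 100% = background rate lacking mevalonate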
PMI act satM6P – PMI (human) activation, high substrate; coupled PMI enzyme assay, resazurin fluorescence, 20 min; active compounds read high; 1 = untreated enzyme, 0 = substrate-free blank; activation factor at 20 µM; 190,000 compounds, 0.34% hits;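 active = activation factor of 2 or more at 20 µM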
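Technique: Diaphorase-driven resazurin-to-resorufin fluorescence, excitation 544, emission 590 nm | Assay system: Human PMI in coupled enzyme assay | Times: Enzyme reaction with compound 20 min at room temperature | Medium: HEPES-buffered pH 7.4 with magnesium and detergent | Reagent: Mannose-6-phosphate 1.0 mM (near-saturating) plus 0.22 mM NADP+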
* = called active by the depositor; nt = no result given.

SMILES	Hsp70 act	Redox H2O2 prof	TNAP inh noacc	PMI activator	RAM inhibit	S1P3 antagonist	TNAP inh hi DEA	Lmaj promast	Efa HMGR inh	PMI act satM6P
CN(C(=O)c1ccno1)c1nnc(-c2ccccn2)s1	-0.1	0.8	nt	nt	2.5	-20	nt	-5	4	nt
Cc1ccc(/C=N/NC(=O)CNC(=O)c2cccs2)o1	-0.3	-0.7	-6	1	-0.7	11	2	5	-2	0.9
CCOC(=O)c1sc(N(Cc2ccccc2)C(=O)COC(=O)c2ccc(O)cc2)nc1C	-0.1	0.0	-17	0.8	4.9	-7	0	-1	-1	0.8
COc1ccc(Cl)cc1Nc1nc(-c2sc(NC(=O)c3ccco3)nc2C)cs1	-0.1	-12	-5	0.8	5.6	nt	-2	44	-6	0.8
CCCCOc1ccc(C(=O)NC)cc1	0.0	0.6	-13	1	0.6	-9	-7	-5	-3	0.9
COc1nccnc1NS(=O)(=O)c1ccc(N/C=C2\CCCCC2=O)cc1	-0.2	-2.3	-14	1.2	-0.7	2	-7	-14	-4	1.1
COC(=O)C(Cc1ccc(O)cc1)NC(=O)C12CC3CC(CC(C3)C1)C2 (stereo unspecified)	0.1	-0.9	-14	1	2.2	-11	-3	9	-2	1
Cc1nnc(SCC(=O)Nc2ccc3c(c2)OCCO3)s1	-0.5	2.8	-11	1.2	2.0	-26	-5	-2	-6	1
COc1ccc(NC(=O)CN2CCC(NC(=O)C3CCCCC3)CC2)c([N+](=O)[O-])c1	-0.1	-0.1	4	nt	1.1	-8	4	-1	-3	nt
c1ccc(Cc2nn3c(COc4ccccc4)nnc3s2)cc1	-0.3	1.9	-11	0.5	2.1	-3	2	1	1	0.8
COc1ccccc1N=c1oc2c(OC)cccc2cc1C(=O)NCc1ccco1	-0.1	-1.1	-3	1	1.1	16	3	0	-7	1
COc1cc(C(=O)NCc2cccc3ccccc23)ccc1OCc1ccccc1	-0.3	1.9	-40	0.8	2.0	nt	-7	25	-2	0.9

Overlap with the part before: four entries, followed by the next part.
SMILES	Hsp70 act	Redox H2O2 prof	TNAP inh noacc	PMI activator	RAM inhibit	S1P3 antagonist	TNAP inh hi DEA	Lmaj promast	Efa HMGR inh	PMI act satM6P
COc1ccc(NC(=O)CN2CCC(NC(=O)C3CCCCC3)CC2)c([N+](=O)[O-])c1	-0.1	-0.1	4	nt	1.1	-8	4	-1	-3	nt
c1ccc(Cc2nn3c(COc4ccccc4)nnc3s2)cc1	-0.3	1.9	-11	0.5	2.1	-3	2	1	1	0.8
COc1ccccc1N=c1oc2c(OC)cccc2cc1C(=O)NCc1ccco1	-0.1	-1.1	-3	1	1.1	16	3	0	-7	1
COc1cc(C(=O)NCc2cccc3ccccc23)ccc1OCc1ccccc1	-0.3	1.9	-40	0.8	2.0	nt	-7	25	-2	0.9
CC(C)CNC(=S)NC1CC2CCCC(C1)N2C1CCCCC1 (stereo unspecified)	-0.2	0.1	-16	1.1	2.6	-15	-3	52*	2	1
Cc1nc2cc(NC(=O)NCCCO)ccc2o1	-0.3	-0.9	-6	0.8	1.8	6	-2	-3	1	0.9
CCOC(=O)Oc1ccc(C(=O)OCCCN(C)C)cc1OC	-0.1	0.0	-14	1	1.0	-3	-3	-1	-5	1
COc1ccc(-n2c3c(cc(C(=O)N4CCCCC4)c2=O)C(=O)CC(C)(C)C3)cc1	0.1	1.1	-5	0.9	1.6	-21	0	-2	-4	0.9
Cc1ccccc1Oc1ccc(Oc2ccccc2C)nn1	-0.1	0.6	-2	1	3.1	-6	1	-9	0	1.1
O=C(O)CNC(=S)N(Cc1ccco1)Cc1ccccc1Cl	-0.4	0.5	-6	0.9	0.2	4	-2	0	0	0.9
COc1ccc(NC(=O)O/N=C2/CCCc3ccc(OC)cc32)cc1	0.8	-8.0	-13	0.9	2.6	nt	-6	8	-1	0.8
Cc1ccc(-c2nnc(N3CCN(c4ccccn4)CC3)c3ccccc23)cc1	-0.1	1.4	-6	0.9	0.1	3	0	91*	-6	1
Cc1ccc(C(=O)CSC2=C(C#N)C(c3ccco3)C3=C(CCCC3=O)N2)cc1 (stereo unspecified)	0.0	1.9	-5	1	0.8	nt	3	26	1	1.2
Cc1cccc(/C(N)=N/OC(=O)CCCN2C(=O)c3ccccc3C2=O)c1	-0.4	1.4	-8	0.9	0.3	nt	-4	-6	-3	0.9
O=C(O)c1cc(S(=O)(=O)NCc2ccco2)c(Cl)cc1Cl	0.0	2.3	-11	1.1	0.3	-1	-3	-3	-1	1.1
Cn1nnc(NC(=O)c2ccc([N+](=O)[O-])cc2Cl)n1	0.1	-0.3	-6	0.9	-0.1	-6	-2	0	-4	0.8
COc1ccc(-c2nnc(SCC(=O)Nc3ccccc3)n2C)cc1	-0.2	-0.3	-3	0.9	0.7	8	-3	0	-1	0.9
CCOC(=O)c1cc2occc2n1CC(=O)NC1CCCCC1C (stereo unspecified)	0.4	1.5	-17	1.1	3.1	nt	-4	0	-1	0.9
COc1ccc(/C=N/c2oc(-c3ccccc3)cc2C#N)cc1	0.0	3.9	12	0.8	0.9	nt	-1	-1	-1	0.8
CC(C)(C)CN1CCNC(=O)C1CC(=O)NCCN1CCCc2ccccc21 (stereo unspecified)	-0.3	-0.5	-5	0.8	0.4	-14	-1	0	-5	0.5
CC(C)c1cc(Br)ccc1OCCCN1C(=O)NC(C)(C)C1=O	-0.3	0.4	-9	0.8	1.2	nt	-2	5	-1	0.9
CCOC(=O)CN1C(=O)NC(C)(c2ccc(OC(F)F)cc2)C1=O (stereo unspecified)	-0.1	-0.7	2	1.1	-0.4	-8	-2	-9	1	1
Cc1cccc(NC(=O)c2cccc(NS(=O)(=O)c3ccc(Cl)cc3)c2)c1	-0.4	0.0	-4	0.8	8.1	nt	0	-2	-2	0.9
Cc1ccc(S(=O)(=O)N(C)C)cc1NC(=S)NNC(=O)C1CC1	-0.2	0.2	-126	1	-0.3	-10	-1	-5	1	1
O=C(CSCc1ccccn1)Nc1ccccc1	-0.1	2.0	-8	0.9	2.7	-4	-4	-1	-1	0.9
COCC1CCN(Cc2nc(-c3ccc4c(c3)OCO4)no2)C1 (stereo unspecified)	-0.3	-0.5	-4	1	3.1	-17	-2	34	-4	1
CCOC(=O)c1c(N2C(=O)Nc3ccccc3N2O)n[nH]c1-c1cccc(Cl)c1	-0.2	-0.5	-22	1.2	3.2	2	-6	-9	4	1.1
O=C(N/N=C\c1ccc(Cl)s1)c1ccc(Cn2cccn2)o1	0.1	3.9	7	1	2.4	-32	-1	5	-2	1
CC(NC(=S)Nc1ccc(OC(F)F)cc1OC(F)F)C(C)(C)C (stereo unspecified)	-0.1	-0.5	-9	0.8	2.6	8	1	26	-8	0.9
COc1cccc(NC(=O)C2CCCCC2)c1	-0.1	2.4	-7	0.9	1.9	nt	-4	-5	-4	0.9
C/C(=C/CCC(C)[C@H]1CC[C@@]2(C)C3=C(CC[C@]12C)[C@@]1(C)CCC(=O)C(C)(C)[C@@H]1CC3)C(=O)O (stereo partly specified)	-0.3	-0.5	0	1	0.9	-16	-4	9	3	1
CCN(C(=O)CN(C)Cc1c(F)cccc1Cl)c1c(N)n(Cc2ccccc2)c(=O)[nH]c1=O	-0.2	0.2	-7	1	4.7	-8	-4	-7	-2	1
COc1ccc(CC(C(=O)Nc2cc(C)ccc2C)/C(N)=N/O)cc1 (stereo unspecified)	-0.3	2.1	-9	0.9	0.9	-6	-6	-2	3	1
CCn1c(SCC(=O)Nc2ccc3c(c2)c2ccccc2n3CC)nnc1-c1cnccn1	0.0	-2.1	3	0.9	4.4	-6	-7	99*	-7	1.1
COC(=O)C1=C(N)N(c2ccccc2F)C2=C(C(=O)CC(C)(C)C2)C1c1ccc(OC)c(OC)c1 (stereo unspecified)	-0.3	-0.2	-11	1.1	3.0	-11	-3	1	2	0.9
O=C1c2cccc3c(N4CCCCC4)ccc(c23)C(=O)N1c1ccccn1	-0.2	1.9	1	0.9	3.3	25	10	31	-10	0.9
CC(=O)c1c(C)cc(C)c(CSc2nnc(-c3ccco3)o2)c1C	-0.5	2.3	-8	0.9	3.0	-21	-6	16	-2	0.9
COc1ccccc1C1C(C(C)=O)=C(C)N=c2s/c(=C\c3cc(OC)c(OC)c(OC)c3)c(=O)n21 (stereo unspecified)	-0.4	3.5	5	0.9	5.4	nt	6	55*	-4	1
Cc1cccc(NC(=O)C2C3CCC4C(CCC32)C4(Cl)Cl)c1 (stereo unspecified)	-0.1	0.4	-8	1.1	3.5	14	-4	-6	1	1.1
O=C(CNS(=O)(=O)c1ccc(C(=O)N2CCCCC2)cc1)N1CCCCC1	-0.2	-1.1	-7	1	-0.9	nt	-4	-1	-4	1
Cc1ccc(NC(=O)c2cccc(OCc3c(C)noc3C)c2)c(C)c1	-0.1	1.9	-7	1.1	1.0	-18	-1	11	1	1
COc1ccc(CN2C3CCCC2CC(NC(=O)Nc2ccccc2)C3)cc1 (stereo unspecified)	-0.1	0.3	-47	1	2.0	nt	-8	94*	nt	1
COC(=O)C(CC(C)C)NC(=O)c1cc(OC)c(OC)c(OC)c1 (stereo unspecified)	-0.3	0.6	-7	0.9	0.5	-61	-3	-4	6	1
COC(=O)CSc1nnc(CNc2ccc(F)cc2)o1	-0.2	1.4	-11	1	0.5	2	-3	-10	-2	1
CC(C)CCNC(=S)NC1CCCC1	-0.3	-4.2	-1	1	2.2	nt	1	0	-4	1
COc1ccc(/C=N\NC(=O)COc2ccccc2)c(C(=O)O)c1OC	-0.3	0.0	-2	0.9	2.6	-11	0	-4	1	0.9
Cc1cc(NS(=O)(=O)c2cccs2)no1	0.2	1.7	-14	1.1	0.6	-5	-5	-5	-2	1.1
Cc1ccc(C(=O)N2N=C(CC(C)C)CC2(O)C(F)(F)F)o1 (stereo unspecified)	0.4	-1.4	0	1	-0.4	-14	-3	2	0	1
O=C(CNC(=S)N(Cc1ccccc1F)C1CCCCC1)NCCN1CCOCC1	-0.3	-0.1	-17	1.1	0.0	-3	-6	9	-5	1
Cc1[nH]c2ccccc2c1SCCNC(=O)c1ccc(S(=O)(=O)N2CCCC2)cc1	-0.2	0.7	-3	1	2.9	10	-4	99*	-2	0.9
COc1cccc(NC(=O)c2ncc(Cl)c(Cl)c2Cl)c1	0.0	-1.6	-16	1	4.8	-5	-6	9	1	1
Cc1cc(C)n(C(=O)Cn2nc(C(F)F)cc2C)n1	0.0	0.7	-9	1	3.2	nt	-5	-4	-4	1
CCSC1=NCN(CCCC(=O)O)CN1	-0.2	-0.7	-8	0.9	1.1	-12	-2	4	0	0.9
COc1ccc(OCCSc2n[nH]c(N)n2)cc1	0.4	0.3	-2	1	0.1	nt	-5	0	1	1
O=C(CCN1CCN(c2ccccc2)CC1)Nc1ccc(Cl)cc1	-0.1	0.1	3	1.2	0.2	nt	-2	-4	-5	1.1

Assay outcomes: PubChem, several laboratories
